SV40 large T antigen: TAg ATPase/helicase activity blockers – biochemical (AID 1903); 310,000 compounds, 0.39% hits; inhibition, % at 20 µM, or IC50 in µM where a hit was titrated; SV40 large T antigen ATPase/helicase inhibition assay; higher % means a stronger effect; in the data active = a potency from the dose series; also: strong numbers were not always called active
NTR1 agonist: NTR1-driven beta-arrestin-GFP spot formation – imaging, U2OS cells, high content, primary screen (AID 493036); P30989; activation, % at 20 µM; agonist mode; 330,000 compounds, 0.17% hits;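 active = activation at or above 40% of the spot to cytoplasm intensity ratio, with at least 20 cells analyzed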;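 also: 0% = DMSO without peptide and 100% = 100 nM NTR1 peptide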
Target sequence (P30989 whole entry, looked up): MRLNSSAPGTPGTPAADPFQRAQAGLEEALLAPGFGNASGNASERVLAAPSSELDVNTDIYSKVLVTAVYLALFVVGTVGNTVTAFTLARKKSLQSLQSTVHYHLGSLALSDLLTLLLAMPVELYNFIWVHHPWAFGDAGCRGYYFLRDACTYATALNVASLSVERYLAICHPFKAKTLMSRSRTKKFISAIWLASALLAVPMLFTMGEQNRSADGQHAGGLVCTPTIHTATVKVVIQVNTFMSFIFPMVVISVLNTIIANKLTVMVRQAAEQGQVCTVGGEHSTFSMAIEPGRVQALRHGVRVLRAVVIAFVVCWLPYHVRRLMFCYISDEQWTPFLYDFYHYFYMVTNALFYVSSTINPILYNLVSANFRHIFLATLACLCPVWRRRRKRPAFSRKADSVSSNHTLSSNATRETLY
Salmonella PhoP GFP: PhoP-dependent GFP reporter repression – Salmonella Typhimurium, primary screen (AID 1863); inhibition, % at 50 µM; hits with a dose series show IC50 in µM; S. Typhimurium PhoP-regulated promoter GFP reporter, 4 h; higher % means a stronger effect; 300,000 compounds, 0.16% hits;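 active = inhibition over 29.93%, a cutoff 3 SD above the screen mean, later confirmed by dose response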;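 also: 0% = low Mg2+ inducing control and 100% = high Mg2+ repressing control; strong numbers were not always called active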
West Nile virus CPE: inhibition of WNV-induced cytopathic effect – cell-based, CPE readout (AID 1621); 290,000 compounds, 0.02% hits; West Nile virus-infected cells, CPE inhibition; higher % means a stronger effect; CPE inhibition, % at 10 µM; hits with a dose series show IC50 in µM; in the data active = a potency from the dose series; also: strong numbers were not always called active
Rac1 GTP hydrolysis: MgcRacGAP GTPase-activating activity inhibitors, confirmation, biochemical, ADP Hunter fluorescence; 340,000 compounds, 0.6% hits; one-dose inhibition, % at 30 µM; IC50 in µM for titrated hits; MgcRacGAP-stimulated Rac1 GTP hydrolysis, ADP Hunter fluorescence; higher % means a stronger effect; GST-tagged Rac1 F28L mutant substrate;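 active = first-screen hits whose inhibition reached a set limit at any dose in the follow-up dose series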;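 also: fluorescence reports GDP produced by GAP-driven GTP hydrolysis; strong numbers were not always called active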
RSV CPE inhibition: RSV antiviral activity via CPE protection, HEp-2 cells, primary 10 µM value included (AID 2391); CPE inhibition, % at 10 µM; hits with a dose series show IC50 in µM; 310,000 compounds, 0.13% hits; HEp-2 cells, RSV-induced CPE inhibition; higher % means a stronger effect; in the data active = a potency from the dose series; also: strong numbers were not always called active
NS5 inhibitors: flavivirus cap methylation enzyme inhibition – biochemical, confirmation dose response, primary screen (AID 588689); Dengue-2 NS5 methyltransferase capping enzyme assay, biochemical; higher % means a stronger effect; 340,000 compounds, 0.3% hits; inhibition, % at 25 µM, or IC50 in µM where a hit was titrated; in the data active = a potency from the dose series
UTI89 phage lysis: protection from phage-mediated lysis, alamar blue read-out – E. coli UTI89, K1F phage, bacterial capsule biogenesis inhibitors (AID 488966). E. coli UTI89 K1F phage lysis, alamar blue, 2 h; higher % means a stronger effect. inhibition, % at 100 µM; hits with a dose series show IC50 in µM. 340,000 compounds, 0.02% hits;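 active = phage lysis inhibition, versus mean bacterial control, above a set limit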;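 also: capsule biogenesis inhibitors block K1F phage lysis so surviving cells raise fluorescence; higher fluorescence means more inhibition of phage lysis; actives were called in the ten point dose series up to 300 µM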
T cell HTS: modulates CD8 T cell binding to vesicles; 2C CD8+ T cell-vesicle binding, flow cytometry; active compounds read low; calls only at 7 µM; 330,000 compounds, 0.068% hits; AID 2052;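 active = response, share of CD8 T cells binding vesicles, and their 90th percentile fluorescence all below set limits, cut at about 80% in these data, passing the limit was not always enough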
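incubation = binding step 1.5 h, 37 °C, antibody labelling 20 min, ice | test system = 2C mouse CD8+ T cells | read-out basis = percent CD8+ FL2 mean versus row control | controls = Peptide-free naked vesicles (low) and QL9 vesicles with 0.7% DMSO vehicle (high) | detection = flow cytometry of vesicle-bound cells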
T cell HTS vesicle-bound %: also measured in T cell HTS; calls as there; double positive events, %; measured here: CD8+ vesicle-bound cell fraction;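 binding gate set so that unloaded-vesicle control wells show 10% double positive cells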
NTR1 agonist cell count 20 µM: further read-out of NTR1 agonist, marked with its call; cell count; measured here: cell count, cytotoxicity flag
NS5 inhibitors pilot replicate: further read-out of NS5 inhibitors, marked with its call; inhibition, %; measured here: pilot screen replicate inhibition
* = called active by the depositor; i = inactive; nt = not tested or not shown; & = joins results of further samples; [ ] = another dose, or the depositor's remark.

SMILES	SV40 large T antigen	NTR1 agonist	NTR1 agonist cell count 20 µM	Salmonella PhoP GFP	West Nile virus CPE	Rac1 GTP hydrolysis	RSV CPE inhibition	NS5 inhibitors	UTI89 phage lysis	T cell HTS	T cell HTS vesicle-bound %	others
O=C(NC1(Cc2ccccc2)CCN(CCc2cccs2)C1=O)c1ccccc1 (centres undefined)	nt	4.2	57	nt	nt	5%	0.1%	-4%	1.1%	i	38
COc1ccc(C2C(C(=O)NCCCN3CCOCC3)c3ccccc3C(=O)N2c2ccc(OC)cc2)cc1 (centres undefined)	10%	0.3	77	-3%	-0.2%	5%	0.3%	0%	0.0%	i	1
CC(=O)Nc1ccc(-c2cn3c(n2)SCC3)cc1	5%	4.0	56	-7%	-0.1%	4%	0.2%	-28%	-0.2%	i	44
Cc1nn(-c2ccccc2)c(Cl)c1/C=N\NC(=O)c1cnccn1	17%	3.0	33	4%	2.5%	6%	6.6%	-4%	0.1%	i	37
COc1ccc(S(=O)(=O)N2CCC(NC(=O)c3ccccc3)CC2)cc1	48%	-0.5	94	8%	-0.1%	2%	2.3%	-1%	0.2%	i	54
COc1ccccc1CCC(=O)N1CCN(S(=O)(=O)c2cc(C(F)(F)F)ccc2Cl)CC1	nt	2.2	63	nt	nt	7%	0.0%	-1%	0.1%[50 µM]	i	21
Cc1cccc(C)c1-n1c(SCC(=O)N2CC(=O)Nc3ccccc32)nc2ccccc2c1=O	2%	2.6	46	-2%	0.9%	6%	9.6%	-9%	3.0%	i	41
CCOC(=O)COc1c(Cl)cc(/C=C2\N=C(C)OC2=O)cc1OC	7%	-0.3	57	nt	nt	9%	1.2%	2%	0.7%	i	3
COC(CN(C)S(=O)(=O)c1cc2c3c(c1)CCN3C(=O)CC2)OC	-2%	-0.2	68	-10%	0.0%	0%	3.1%	0%	-0.1%	i	32
CCOc1ccc(CC(=O)NCCS(=O)(=O)N2CCN(c3ccccc3)CC2)cc1	14%	0.5	75	-1%	nt	5%	0.3%	7%	1.2%[50 µM]	i	44
CCOC(=O)c1sc(NC(=O)c2ccc(Cl)s2)cc1C	-1%	-1.1	70	1%	-0.8%	4%	1.4%	0%	1.8%	i	39
COc1ccccc1N(CC(=O)NCCSc1ccc(Cl)cc1)S(C)(=O)=O	5%	0.6	34	4%	-0.4%	4%	0.7%	-1%	-1.7%	i	51
Cc1ccc(C(=O)OCC(=O)NCc2ccc(F)cc2)o1	nt	1.1	72	nt	nt	1%	1.5%	2%	0.1%[50 µM]	i	26
CSc1ncccc1C(=O)Nc1ccc(C)cn1	14%	-0.1	52	-4%	-0.3%	6%	-0.6%	-5%	1.1%[50 µM]	i	12
CCOC(=O)C1=C(C)NC(=S)NC1c1ccc(OCC(=O)N2CCCCCC2)cc1 (centres undefined)	29%	0.2	39	-1%	0.2%	8%	5.2%	-15%	0.5%	i	16
CCOc1ccc(S(=O)(=O)Nc2ccc(C(=O)NN)cc2)cc1	10%	-1.3	63	-5%	0.1%	4%	3.8%	-6%	-0.2%	i	26
COc1ccc(CNC(=O)CN(C)S(=O)(=O)c2ccc(Cl)cc2)cc1	2%	5.6	33	-8%	-0.8%	7%	0.9%	-2%	-0.2%	i	36
CCOCCCNC(=O)c1ccc(CS(=O)(=O)Cc2cccc(C)c2)o1	8%	0.1	59	-3%	-0.7%	-2%	1.0%	0%	1.3%	i	28
COc1ccc(/C=C\C(=O)NCc2ccc3[nH]c(C)cc3c2)cc1OC	19%	0.0	102	2%	0.1%	3%	3.2%	-1%	-0.9%	i	39
Cc1onc(-c2ccccc2Cl)c1C(=O)N(Cc1ccccc1)C(C)C	13%	1.6	76	-1%	-0.8%	-4%	1.2%	-2%	-1.0%[50 µM]	i	34
CCC(C)[C@H](N)c1cn([C@@H](CCCCN)C(=O)N2CCNCC2)nn1 (some centres undefined)	6%	0.6	51	-6%	-0.2%	6%	0.3%	4%	-1.1%	nt	nt
CCOC(=O)c1cnc(SC2CC(=O)N(c3ccc(C)cc3)C2=O)nc1N (centres undefined)	9%	-4.5	86	1%	0.7%	-3%	0.8%	-4%	-0.1%	i	31	NS5 inhibitors pilot replicate=-2.7
CCCCc1cc(=O)oc2cc(C)cc(OC(C)C(=O)O)c12 (centres undefined)	7%	0.0	82	1%	0.0%	0%	-1.3%	-4%	0.3%	i	29
COc1ccccc1N1CCN(CC(=O)Nc2ccc3c(c2)OCCO3)CC1	8%	-0.7	54	6%	0.9%	-5%	3.3%	-11%	-1.1%	i	23
O=C(CSc1nncs1)Nc1ccc2[nH]c(=O)[nH]c2c1	19%	1.7	66	-8%	nt	12%	0.5%	-7%	1.4%[50 µM]	i	35
COC(=O)c1cc2c(ccc3ccccc32)oc1=O	10%	0.1	55	nt	nt	13%	2.6%	8%	-1.2%	i	16
Cc1ccc(S(=O)(=O)Nc2cc(C)c(O)cc2C)cc1	24%	-0.5	99	8%	-0.9%	nt	-0.7%	nt	nt	i	12
CC1(c2ccc(OC(F)F)cc2)NC(=O)N(CC(=O)N2c3ccccc3NC(=O)C2(C)C)C1=O (centres undefined)	nt	-1.1	57	nt	nt	6%	0.4%	-1%	0.1%[50 µM]	i	18
Cn1c(=O)oc2cc(S(=O)(=O)NC(Cc3ccccc3)C(=O)N3CCCCC3)ccc21 (centres undefined)	1%	-0.9	73	-1%	-0.1%	-1%	0.3%	-3%	-0.5%	i	40
Cc1ccc(C2=NN(C(=O)CCl)C(c3cccs3)C2)o1 (centres undefined)	8%	3.3	41	17%	-0.9%	6%	-2.0%	-5%	1.4%[50 µM]	i	51
Cc1cccc(C(=O)Oc2ccccc2C2C[C@]3(C)CC(=O)NC3N2C(=O)c2cccc(C)c2)c1 (some centres undefined)	24%	3.8	55	-1%	-0.5%	3%	4.8%	-6%	2.1%	i	37
CCN(CC)c1cc(C)c2cc(NC(=O)c3ccccc3F)ccc2n1	20%	7.1	51	3%	-0.8%	9%	16%	-5%	-0.1%	i	21
COc1cccc(CC(NC(C)=O)C(=O)NC2CCN(S(=O)(=O)c3ccc4ccccc4c3)CC2)c1 (centres undefined)	-5%	0.5	51	0%	-0.6%	6%	-1.4%	-6%	2.5%	i	34
O=C1c2ccccc2NC(c2cccs2)N1NS(=O)(=O)c1ccccc1 (centres undefined)	-15%	-0.9	44	1%	-0.2%	3%	0.2%	6%	0.6%	i	67
Cc1ccc(S(=O)(=O)NCCC(=O)OCC(=O)Nc2ccccc2Cl)cc1	9%	-1.6	37	-2%	-0.6%	2%	-0.6%	-6%	0.2%	i	41
Cc1cccc2c(C(=O)O)c3cccc(C)c3nc12	10%	-0.1	45	nt	nt	11%	2.1%	-8%	11%	i	30
CN(C)S(=O)(=O)c1cccc(NC(=O)c2cnccn2)c1	11%	-0.5	68	-1%	-0.4%	nt	0.3%	nt	nt	i	34
O=C(Nc1nccs1)c1c(O)c2cccc3c2n(c1=O)CCC3	4%	1.1	56	-19%	0.1%	nt	-3.5%	nt	nt	i	27
Cc1cccc(NC(=O)CCn2cnnn2)c1	15%	0.6	92	-2%	0.9%	-4%	-0.6%	2%	-0.5%	i	43
Cn1c(C(O)c2ccc(Br)cc2)nc(Cl)c1Cl (centres undefined)	9%	-0.9	41	36%	-0.6%	14%	nt	-4%	2.4%	i	8
Cc1ccc(Nc2cc(C(=O)NCCCN3CCOCC3)c3ccccc3n2)c(C)c1	10%	-1.1	63	-3%	-0.5%	12%	-0.2%	-7%	0.1%	i	54
COc1ccc(/C(=C/Nc2cccc(Br)c2)C(C)=O)cc1OC	-4%	1.6	51	8%	-0.1%	-2%	0.8%	-8%	-2.1%	i	57
CCOC(=O)c1c(C)[nH]c(NC(=O)NNC(=O)c2ccccc2Cl)c1C	nt	0.0	52	nt	nt	7%	1.3%	1%	0.4%[50 µM]	i	21
COc1cc(C(=O)Nc2ccc3c(c2)N(C(=O)CN2CCN(C)CC2)c2ccccc2CC3)cc(OC)c1OC	15%	0.3	67	-12%	0.1%	3%	-0.3%	-7%	2.5%	i	50
COc1cccc(C2c3[nH]c4ccccc4c3CCN2Cc2ncc[nH]2)c1 (centres undefined)	24%	2.4	40	5%	-0.4%	-1%	-0.5%	nt	0.7%	i	26

Reprinted from the results shown for reference:
SMILES	SV40 large T antigen	NTR1 agonist	NTR1 agonist cell count 20 µM	Salmonella PhoP GFP	West Nile virus CPE	Rac1 GTP hydrolysis	RSV CPE inhibition	NS5 inhibitors	UTI89 phage lysis	T cell HTS	T cell HTS vesicle-bound %	others
Cc1onc(-c2ccccc2Cl)c1C(=O)N(Cc1ccccc1)C(C)C	13%	1.6	76	-1%	-0.8%	-4%	1.2%	-2%	-1.0%[50 µM]	i	34
CCC(C)[C@H](N)c1cn([C@@H](CCCCN)C(=O)N2CCNCC2)nn1 (some centres undefined)	6%	0.6	51	-6%	-0.2%	6%	0.3%	4%	-1.1%	nt	nt
CCOC(=O)c1cnc(SC2CC(=O)N(c3ccc(C)cc3)C2=O)nc1N (centres undefined)	9%	-4.5	86	1%	0.7%	-3%	0.8%	-4%	-0.1%	i	31	NS5 inhibitors pilot replicate=-2.7
CCCCc1cc(=O)oc2cc(C)cc(OC(C)C(=O)O)c12 (centres undefined)	7%	0.0	82	1%	0.0%	0%	-1.3%	-4%	0.3%	i	29

(next part)
SMILES	SV40 large T antigen	NTR1 agonist	NTR1 agonist cell count 20 µM	Salmonella PhoP GFP	West Nile virus CPE	Rac1 GTP hydrolysis	RSV CPE inhibition	NS5 inhibitors	UTI89 phage lysis	T cell HTS	T cell HTS vesicle-bound %	others
O=C(NCc1ccccn1)Nc1cccc(F)c1	12%	2.9	55	-8%	-0.6%	8%	1.6%	-5%	0.0%	i	7
CCOc1ccccc1OCC(=O)Nc1ccc(S(=O)(=O)Nc2nc(C)cc(C)n2)cc1	16%	-1.6	73	36%	-0.3%	9%	0.0%	-8%	1.0%	i	54
CC(CNC(=O)c1ccccc1Cl)NC(=O)c1ccccc1Cl (centres undefined)	2%	3.7	20	nt	nt	nt	1.5%	nt	nt	i	45
CCCn1cc(SCC(=O)NCC2CCCO2)c2ccccc21 (centres undefined)	1%	-1.7	92	-4%	-0.3%	-2%	2.6%	1%	1.6%	i	29
O=C(Nc1ccccc1N1CCOCC1)c1cc(=O)[nH]c2ccccc12	nt	-1.1	98	nt	nt	3%	1.6%	2%	0.6%[50 µM]	i	39
Cc1[nH]c2c(C)cccc2c1CCNC(=O)C1CCCCC1C(=O)OCC(F)(F)F (centres undefined)	3%	-0.6	63	7%	-0.8%	8%	2.8%	-3%	0.7%[50 µM]	i	2
Cc1ccc(C(=O)Nc2cccc(C(F)(F)F)c2)cc1Nc1cncnc1	12%	1.0	94	nt	-0.9%	14%&-4%	1.1%	-4%&-3%	0.2%	i	15
CCN1C(=O)/C(=C/c2ccc(OCc3ccc(C(=O)O)cc3)c(Cl)c2)NC1=S	27%	1.7	103	1%	0.5%	nt	2.1%	20%	-0.1%	i	53
COc1ccc(/C=N\NC(=O)C2C(=O)NCC2c2ccccc2)cc1O (centres undefined)	23%	0.0	61	13%	0.4%	3%	1.6%	-2%	0.0%	i	38
